# Assay outcomes from PubChem.
# UPR XBP1 act: activators of adaptive XBP1 UPR arm, primary screen, cell-based, CHO-XBP1 luciferase reporter, luminescence, uHTS. hit rate 0.33% among 330,000. IRE1-XBP1 UPR activation; percent of tunicamycin response, DMSO as zero. activation, % at 20 µM. AID 463104, 2010;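 active means versus positive control, 20 µM dose yields 30% or more activation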;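 further: 100% = tunicamycin at 10 µg/mL and 0% = DMSO only wells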
#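 Material: CHO-XBP1 cells stably carrying IRE1-XBP1-driven luciferase reporter / Amount: 1000 cells per well / Compound: 20 µM, 1% DMSO / Times: 6 h treatment, 37 °C / Detection: luciferase luminescence / Measure: % activation of reporter signal versus tunicamycin and DMSO controls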
# TIM10 inh: growth inhibitors of isogenic TIM10 control yeast, primary screen, counter-screen for tim10-1 yeast inhibitor project, luminescence, uHTS; inhibition, % at 10 µM; S. cerevisiae TIM10 strain growth, BacTiter-Glo luminescence, 24 h; hit rate 1.4% among 330,000; AID 463195, 2010;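 active means inhibition of 40% or more at the single tested concentration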;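 further: wild-type TIM10 isogenic control strain grown at permissive 25 °C; 0% = DMSO yeast wells and 100% = minimal medium wells without yeast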
# tim10-1 inh: growth inhibitors of tim10-1 mutant yeast, primary screen, luminescence, uHTS; S. cerevisiae tim10-1 ts strain growth, BacTiter-Glo, 24 h; inhibition, % at 20 µM; hit rate 2.2% among 330,000; AID 463190, 2010;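 active means inhibition of at least 40%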;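 further: mutant grown at 25 °C; 0% = DMSO wells with yeast and 100% = wells holding no yeast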
# CHOP UPR activ: activators of apoptotic CHOP UPR arm, primary screen, cell-based, CHO-CHOP luciferase reporter, luminescence, uHTS | UPR activation; percent of tunicamycin response over DMSO baseline | activation, % at 10 µM | hit rate 0.34% among 330,000;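 active means at 10 µM dose, activation of 40% or more, normalized to positive control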;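 further: 100% = tunicamycin at 10 µg/mL and 0% = DMSO alone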
#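 Dosing – one dose, 10 µM in 0.5% DMSO · System – CHO-CHOP cells, stable luciferase reporter of PERK-eIF2a-CHOP signalling · Input – 500 cells/well · Control set – tunicamycin 10 µg/mL final as positive, DMSO-only wells as negative · Timing – 6 h compound treatment, 37 °C · Measure – % activation vs tunicamycin · Technique – luminescence read with Steady-Glo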
# Mdm2-MdmX inh: inhibitors of human Mdm2-MdmX association, primary screen, cell-based, luminescence, split luciferase, SaOS-2, uHTS. SaOS-2 split-luciferase Mdm2/MdmX complementation. inhibition, % at 8 µM. hit rate 3% among 330,000. AID 485346, 2010;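 active means inhibition of at least 50% at 8 µM in the primary screen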
# Target sequence (O15151 whole entry, looked up): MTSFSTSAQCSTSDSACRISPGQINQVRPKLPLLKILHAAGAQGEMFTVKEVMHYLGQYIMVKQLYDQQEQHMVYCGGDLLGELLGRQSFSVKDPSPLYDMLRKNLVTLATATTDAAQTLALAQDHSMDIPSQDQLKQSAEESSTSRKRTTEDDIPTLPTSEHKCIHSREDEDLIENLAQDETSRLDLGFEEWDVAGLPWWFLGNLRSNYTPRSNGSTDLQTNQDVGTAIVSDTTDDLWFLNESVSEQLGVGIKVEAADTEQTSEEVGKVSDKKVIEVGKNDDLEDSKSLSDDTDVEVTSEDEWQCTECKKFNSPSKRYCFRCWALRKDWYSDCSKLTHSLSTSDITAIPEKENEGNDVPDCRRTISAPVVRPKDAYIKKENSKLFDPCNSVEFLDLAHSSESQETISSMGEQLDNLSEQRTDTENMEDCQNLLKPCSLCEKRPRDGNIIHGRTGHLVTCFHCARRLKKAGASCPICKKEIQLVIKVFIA
# Target sequence (Q00987 whole entry, looked up): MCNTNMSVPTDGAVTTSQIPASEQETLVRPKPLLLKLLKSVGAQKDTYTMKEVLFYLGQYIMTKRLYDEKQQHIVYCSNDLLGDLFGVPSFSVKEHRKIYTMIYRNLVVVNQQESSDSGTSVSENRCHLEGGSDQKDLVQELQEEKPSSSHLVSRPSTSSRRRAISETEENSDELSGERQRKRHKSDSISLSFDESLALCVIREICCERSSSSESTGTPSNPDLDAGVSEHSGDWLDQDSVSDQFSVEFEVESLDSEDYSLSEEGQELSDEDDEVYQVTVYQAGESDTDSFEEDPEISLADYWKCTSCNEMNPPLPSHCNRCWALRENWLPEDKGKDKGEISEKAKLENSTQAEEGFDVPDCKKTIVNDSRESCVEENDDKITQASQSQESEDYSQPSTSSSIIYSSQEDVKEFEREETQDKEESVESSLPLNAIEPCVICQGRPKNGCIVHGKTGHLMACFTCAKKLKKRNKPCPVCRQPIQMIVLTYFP
# APJ ag: agonists of human apelin receptor APJ, primary screen, CHO-K1 cells, PathHunter beta-arrestin, luminescence; AID 2520, 2010; 0% DMSO wells, 100% apelin; P35414; activation, % at 20 µM; hit rate 0.11% among 330,000;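 active means activation more than six SD over the plate average, tested at 20 µM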;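 further: 0% = DMSO alone and 100% = apelin-13 at 10 nM; some results filed as inactive read as strong as hits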
#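 Incubation: overnight seeding, 90 min compound at 25 °C, 1 h detection; test system: PathHunter CHO-K1 APJ (AGTRL-1) beta-arrestin reporter cells; amount: 1000 cells/well; doses: one dose, 20 µM compound, 1% DMSO; measured by: beta-gal luminescence; measure: agonist-driven arrestin binding to APJ; benchmarks: negative DMSO alone, positive Apelin-13 at 10 nM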
# tim23-1 inh: growth inhibitors of tim23-1 mutant yeast, primary screen, luminescence, uHTS; hit rate 1.3% among 330,000; inhibition, % at 20 µM; S. cerevisiae tim23-1 growth, BacTiter-Glo luminescence, 24 h;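 active means growth inhibition of the mutant yeast at or above 50%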;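 further: temperature-sensitive mutant grown at 25 °C; plate controls were DMSO-treated mutant yeast for no effect and medium wells lacking yeast for full effect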
# NLRP3 yeast inh: NALP3 inflammasome inhibitors in reconstituted yeast, primary screen, luminescence, uHTS; inhibition, % at 10 µM; Yeast reconstituted NLRP3/ASC/caspase-1, beta-gal luminescence, 24 h; hit rate 0.39% among 330,000; AID 2825, 2010;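 active means inhibition of 50% or more; inactive means inhibition below 50%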;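 further: plate controls were induced DMSO wells for no effect and uninduced yeast grown without galactose for full effect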
# NR3A LBD binder: binders of NR3A ligand-binding domain, primary screen, biophysical, differential scanning fluorimetry, uHTS; Glutamate receptor ionotropic, NMDA 3A (GRIN3A) ligand-binding domain; NR3A LBD differential scanning fluorimetry, Tm shift; 0% = protein alone, 100% = glycine-bound protein; Tm shift relative to glycine control, % at 25 µM; hit rate 2.5% among 340,000;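 active means melting temperature shift of at least 10% of the positive control shift, at one fixed dose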
# An asterisk follows results filed as active; / = no result given.
Compound,UPR XBP1 act,TIM10 inh,tim10-1 inh,CHOP UPR activ,Mdm2-MdmX inh,APJ ag,tim23-1 inh,NLRP3 yeast inh,NR3A LBD binder
O=C1CCCc2c1cc(C(=O)Nc1ccc(Br)cn1)c(=O)n2-c1ccccc1,0,10,15,-0.6,57*,5,12,2,3
OCc1cn(-c2ccccc2)nc1-c1ccc(Br)cc1,3,-3,-7,7.7,-59,-3,67*,25,34*
Cc1ccc(S(=O)(=O)NCc2ccc(C(=O)NC3CC3)cc2)cc1,-1,-7,6,3.0,10,-2,24,-1,-2
COc1cccc(CN2CC(C(=O)NCCn3ccc(C)n3)CCC2=O)c1 (stereo not given),-1,12,-3,2.1,-34,4,0,11,1
FC(F)(F)c1ccccc1/C=N/Nc1ccccn1,3,20,29,3.5,3,-4,7,-14,4
CCOC(=O)N1CCN(CC(O)COCc2cc(OC)c(OC)c(OC)c2)CC1 (stereo not given),0,-1,11,1.3,3,0,3,6,1
CC(C)=CCc1c(O)cc2oc3c(CC=C(C)C)c(O)c(O)c(CC=C(C)C)c3c(=O)c2c1O,2,-4,13,8.2,100*,1,15,56*,6
O=C(O)CNC(=S)N(Cc1cccs1)C1CCCCC1,1,8,2,-0.9,-7,-2,6,-4,0
CCN(CC)S(=O)(=O)c1ccc(Cl)c(NC(=O)CCCCl)c1,-3,-9,0,-0.8,10,-3,8,7,-1
Cc1ccc(C(=O)C(C)OC(=O)C2CC(=O)N(C3CCCCC3)C2)cc1 (stereo not given),1,18,25,-0.7,13,-4,8,-1,0
O=C(CN1CCN(S(=O)(=O)c2ccc3ccccc3c2)CC1)Nc1ccc(N2CCOCC2)cc1,-1,13,33,-2.4,21,-1,18,9,-1
COc1ccc(OC)c(-c2c(C#N)c(N)nc3c2c(=O)nc2sccn23)c1,-1,-5,17,-1.6,-8,-3,8,-9,-4
Cc1ccc(NC(=O)CN(C)C(=O)CSc2nnc(N)s2)cc1,-3,-7,5,-0.4,7,-2,-10,7,-1
CCOc1ccc(NC(=O)CN(C)Cc2ccc3c(c2)OCO3)cc1S(=O)(=O)N1CCCC1,0,10,20,0.8,19,-1,26,13,-1
COCCN(CC1CCCN(C2Cc3ccccc3C2)C1)C(=O)c1cccs1 (stereo not given),-2,-4,0,6.8,-32,0,-3,16,-1
COC(=O)c1ccccc1SC1CC(=O)N(c2cccc(C)c2)C1=O (stereo not given),-2,34,39,-2.9,4,-5,40,13,-2
CNS(=O)(=O)c1cccc(C(=O)OCC(=O)N2CC(C)OC(C)C2)c1 (stereo not given),-6,7,-19,-0.7,4,-1,-5,2,0
CCN(Cc1ccccc1)S(=O)(=O)CCNC(=O)c1ccc(OC)cc1,1,-18,7,0.4,10,0,4,18,/
Cc1csc2nc(O)c(C(=O)NC3CCCCCC3)c(=O)n12,-2,30,41*,2.0,23,-3,65*,42,-1
O=C(Cc1ccc(N2CCNC2=O)cc1)N1CCCC(Nc2ccc(F)c(F)c2)C1 (stereo not given),-5,7,-17,3.0,54*,0,-6,20,1

# Pulled by structure from above (seven):
Compound,UPR XBP1 act,TIM10 inh,tim10-1 inh,CHOP UPR activ,Mdm2-MdmX inh,APJ ag,tim23-1 inh,NLRP3 yeast inh,NR3A LBD binder
Cc1csc2nc(O)c(C(=O)NC3CCCCCC3)c(=O)n12,-2,30,41*,2.0,23,-3,65*,42,-1
COC(=O)c1ccccc1SC1CC(=O)N(c2cccc(C)c2)C1=O (stereo not given),-2,34,39,-2.9,4,-5,40,13,-2
CCOc1ccc(NC(=O)CN(C)Cc2ccc3c(c2)OCO3)cc1S(=O)(=O)N1CCCC1,0,10,20,0.8,19,-1,26,13,-1
Cc1ccc(NC(=O)CN(C)C(=O)CSc2nnc(N)s2)cc1,-3,-7,5,-0.4,7,-2,-10,7,-1
CNS(=O)(=O)c1cccc(C(=O)OCC(=O)N2CC(C)OC(C)C2)c1 (stereo not given),-6,7,-19,-0.7,4,-1,-5,2,0
COc1ccc(OC)c(-c2c(C#N)c(N)nc3c2c(=O)nc2sccn23)c1,-1,-5,17,-1.6,-8,-3,8,-9,-4
CCN(Cc1ccccc1)S(=O)(=O)CCNC(=O)c1ccc(OC)cc1,1,-18,7,0.4,10,0,4,18,/

# Continuation:
Compound,UPR XBP1 act,TIM10 inh,tim10-1 inh,CHOP UPR activ,Mdm2-MdmX inh,APJ ag,tim23-1 inh,NLRP3 yeast inh,NR3A LBD binder
CCC12CN(C(=O)c3ccc(OC)cc3)CC(CC)(CN(C(=O)c3ccc(OC)cc3)C1)C2=O,0,16,25,0.4,-34,4,20,11,0
O=C(c1cc2ccccc2[nH]1)N1CCOCC1,5,-10,19,5.6,-15,-2,2,-4,-1
N#CN=C1SCCS1,-2,-12,-6,-0.1,15,1,-3,1,-1
CCOC(=O)C1=C(C)OC(N)=C(C#N)C1c1cccs1 (stereo not given),-3,12,14,0.0,9,-2,14,8,-1
COc1ccccc1N1CCN(CCCCOc2ccc(F)cc2)CC1,-4,-11,-7,-2.6,13,-9,0,32,-1
Cc1cc(C)cc(NC(=O)C2CCCN2C(=O)NC2CCCCC2)c1 (stereo not given),-4,-4,-9,-1.3,1,-4,1,20,0
COc1ccc2oc(=O)c(C(=O)N3c4ccccc4CC3C)cc2c1 (stereo not given),3,15,34,0.4,-9,-2,29,15,-1
Nc1cc(N)cc(C(=O)Nc2ccc3c(c2)C(=O)NC3=O)c1,8,-2,-8,3.1,10,-2,-2,15,1
COc1ccc(OC)c(NC(=O)CC(Cc2ccccc2OC)C(=O)O)c1 (stereo not given),-3,1,3,0.3,5,0,0,1,-2
Cc1nnc(SCC(=O)N2CCCC(C(=O)c3ccc(Cl)cc3)C2)o1 (stereo not given),-3,16,18,0.7,20,-3,11,-5,-2
CC(C)[C@H](NC(=O)c1ccccc1)C(=O)OCc1nc2scc(-c3ccccc3)c2c(=O)[nH]1,-1,-1,21,-1.7,28,2,5,4,-3
COc1ccc(/C=C(\NC(=O)c2ccccc2)C(=O)NCc2cccnc2)cc1,-3,-15,10,-0.6,23,-1,13,-5,-2
CCCSc1nnc2n(-c3ccccc3OC)c(=O)c3c4c(sc3n12)CCC4,-2,14,21,-1.4,2,1,29,-17,-2
COc1cc(C(CC(=O)N2CCCC2)c2c(OC)cc(OC)c3ccc(=O)oc23)cc(OC)c1OC (stereo not given),0,5,-3,1.3,27,-2,6,4,-1
COc1ccc(OC)c(S(=O)(=O)N2CCC(C(=O)N(C)Cc3ccccc3)CC2)c1,2,4,15,-0.5,22,-1,13,-1,-3
CCO[C@H]1OC(C(=O)O)=C[C@@H](C(C)(C)C)[C@@H]1CCCO,-4,-9,-6,-2.0,-8,9,-6,9,-2
COc1ccc(N2CCCC2)c(NC(=O)COc2ccccc2)c1,-2,-28,-6,-0.6,-1,-4,18,35,3
CC1CN(C(=S)SCCN2C(=O)CCC2=O)CC(C)O1 (stereo not given),-1,-2,7,-2.0,14,-2,-2,4,-1
CCC(=O)Oc1ccc(C(CC)C(CC)c2ccc(OC(=O)CC)cc2)cc1 (stereo not given),-5,-2,7,-1.4,24,2,-18,12,0
C=C(C)C(=O)N1CC2(CC(c3cccc(NC(=O)CC(c4ccccc4)c4ccccc4)c3)=NO2)C[C@H]1C(N)=O (stereo not given in full),0,18,24,-1.1,13,16,22,23,-6
C/C(CC(=O)Nc1ccc(Cl)c(Cl)c1)=N\NC(N)=S,1,7,28,1.3,3,-3,9,13,-4
Cc1cc(NC(=O)c2ccc([N+](=O)[O-])cc2)n(C)n1,2,11,1,0.9,1,3,1,-9,2
COc1ccccc1C(=O)N(Cc1cccs1)C1CCS(=O)(=O)C1 (stereo not given),-2,-17,16,0.4,2,0,6,8,-1
N#CCCN1CCN(S(=O)(=O)c2ccc(C3CCCCC3)cc2)CC1,-4,25,39,0.9,5,-2,46,28,-3
CCOC(=O)[C@H]1[C@H]2COc3ccc(Br)cc3[C@@H]2N2C(=O)c3cc(OC)c(OC)cc3NC(=O)[C@@]12C,4,-2,-8,-1.3,32,7,-4,13,-2
CCOC(=O)c1ccc(NC(=O)C2C3CCCCC32)cc1 (stereo not given),-5,3,6,4.1,-73,1,44,45,0
Cc1ccc(S(=O)(=O)[N-]c2nc3ccccc3nc2-n2cc[n+](CCC(C)C)c2)cc1,0,6,0,0.1,9,2,-1,20,-3
CC(C)[C@H](CN(N=O)[C@@H](Cc1ccccc1)CN(C)N=O)N(CCc1ccccc1)N=O,3,-4,18,0.3,21,0,-3,17,3
CC(C)N(C)CCOC(=O)C1COc2ccccc2O1 (stereo not given),-2,6,11,0.6,6,-1,12,8,-2
O=c1c2ccccc2c2ccccc2c(=O)n1CC1CCCO1 (stereo not given),-2,10,11,-2.1,16,-2,15,3,-1
COC(=O)c1cc(=O)nc2sc3cc(OC)ccc3n12,1,11,14,-0.8,24,-6,-1,-10,-2
COCC(=O)Nc1nnc(-c2ccc(C(C)(C)C)cc2)s1,-1,27,33,-1.3,-135,-2,48,21,0
Cn1c(-c2ccc3nc(N)sc3c2)nc2cc(N)ccc21,7,7,12,1.4,-17,0,2,21,1

# Copied from the list:
# Under UPR XBP1 act, Cc1cc(NC(=O)c2ccc([N+](=O)[O-])cc2)n(C)n1 is entered as 2
# Under NLRP3 yeast inh, Cc1ccc(S(=O)(=O)[N-]c2nc3ccccc3nc2-n2cc[n+](CCC(C)C)c2)cc1 is entered as 20
# Under APJ ag, N#CCCN1CCN(S(=O)(=O)c2ccc(C3CCCCC3)cc2)CC1 is entered as -2

# An unsorted share of the library; 8.2% or so of the library scored in one or more.
